# Screening data: PubChem, several laboratories
# TAAR1 ag = human TAAR1 agonism; Q96RJ0; CHO RD-HGA16 TAAR1, Fluo-8 calcium fluorescence; vehicle wells 0%, saturating PEA agonist 100%; activation, % at 3 µM; actives 0.99% (n = 360,000); AID 624467;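 active means activation above the mean activation of all test compounds in the run plus 3 SD, cut at about 38% in these data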
# Target sequence (Q96RJ0 whole entry, looked up): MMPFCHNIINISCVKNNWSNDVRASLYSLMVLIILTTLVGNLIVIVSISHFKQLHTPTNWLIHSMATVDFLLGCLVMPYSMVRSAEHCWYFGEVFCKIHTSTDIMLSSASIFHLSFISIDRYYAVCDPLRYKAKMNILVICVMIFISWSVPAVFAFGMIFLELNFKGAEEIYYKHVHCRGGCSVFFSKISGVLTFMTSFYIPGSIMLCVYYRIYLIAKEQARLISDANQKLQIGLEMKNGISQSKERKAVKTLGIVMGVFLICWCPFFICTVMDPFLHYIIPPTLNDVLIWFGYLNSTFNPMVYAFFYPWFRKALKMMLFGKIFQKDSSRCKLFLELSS
#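 System: CHO-derived RD-HGA16 cells with stable Gα16 and human TAAR1 / Times: 17-24 h plating, Fluo-8 75 min 37 °C, 30 min RT / Technique: calcium-sensitive Fluo-8 signal, excitation 470-495, emission 515-575 nm / Measure: % activation relative to PEA EC100 response / Benchmarks: DMSO and PEA EC100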
# CRFR2-BP antag = blocks CRF-induced signaling of the CRF-BP/CRF-R2 complex | inhibition, % at 11.8 µM | HEK293 CRF-R2/CRF-BP, CRF-induced calcium fluorescence | actives 0.59% (n = 350,000);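 active means inhibition of the ligand-induced calcium signal above about 50% at the single tested concentration, limit read from the data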
# M5 antag = blocks acetylcholine activation of human M5 receptor | CHO-hM5 cells, Fluo-8 calcium fluorescence, ACh EC80 | inhibition, % at 3 µM | actives 0.59% (n = 360,000) | AID 624040;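 active means inhibition above a per-plate cutoff, the mean of that plate's test compounds plus 3 SD, cut at about 27% in these data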;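 further: 0% = acetylcholine EC80 with DMSO and 100% = DMSO without agonist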
# Target sequence (P08912 whole entry, looked up): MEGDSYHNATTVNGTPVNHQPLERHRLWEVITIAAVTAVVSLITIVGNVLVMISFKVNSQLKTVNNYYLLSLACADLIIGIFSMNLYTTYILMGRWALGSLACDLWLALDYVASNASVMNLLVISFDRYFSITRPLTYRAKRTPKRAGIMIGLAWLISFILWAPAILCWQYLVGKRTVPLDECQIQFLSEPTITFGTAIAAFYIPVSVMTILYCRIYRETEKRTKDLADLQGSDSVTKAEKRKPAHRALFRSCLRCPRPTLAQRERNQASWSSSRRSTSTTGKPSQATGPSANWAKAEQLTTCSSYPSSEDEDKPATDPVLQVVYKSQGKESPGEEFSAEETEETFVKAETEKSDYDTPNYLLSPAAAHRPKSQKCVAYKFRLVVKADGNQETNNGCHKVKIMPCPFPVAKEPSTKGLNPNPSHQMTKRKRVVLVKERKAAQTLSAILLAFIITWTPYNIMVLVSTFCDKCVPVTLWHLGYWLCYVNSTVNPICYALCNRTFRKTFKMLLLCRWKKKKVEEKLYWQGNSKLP
# CRFBP-R2 agonist = agonists of human CRF-binding protein/CRF-R2 receptor complex; HEK293 CRF-R2/CRF-BP, calcium dye fluorescence (FLIPR); percent of saturating CRF peptide response; actives 0.46% (n = 350,000); activation, % at 13.2 µM;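 active means activation of at least 50%, plus an integration ratio under a set limit after plate pattern correction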;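 further: plate controls were neutral control wells without compound for no effect and CRF at EC100 for full effect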
# CHRM5 agonist = agonists of human muscarinic M5 receptor (CHRM5) | CHO-K1 hM5 cells, Fluo-8 calcium fluorescence; 0% DMSO wells, 100% maximal acetylcholine response | activation, % at 3 µM | actives 0.19% (n = 360,000);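 active means activation above the run's mean over test compounds plus 3 SD, cut at about 23% in these data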;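 further: signal is peak over basal fluorescence ratio across the kinetic read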
# TAAR1 antagonist = antagonists of human TAAR1; CHO RD-HGA16 TAAR1, Fluo-8 calcium fluorescence, antagonist; inhibition, % at 3 µM; actives 1.5% (n = 360,000); AID 624466;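 active means inhibition above a per-plate cutoff, the mean inhibition of test compounds on that plate plus 3 SD, cut at about 49% in these data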;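 further: 0% = DMSO plus EC80 beta-PEA response and 100% = DMSO alone without agonist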
#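 Test system – hTAAR1-expressing CHO RD-HGA16 cells, Gα16-coupled · Also added – β-PEA at EC80 concentration, post-compound challenge · Compound – 3 µM, single point · Incubation – dye loading 75 min at 37 °C, then 30 min room temperature · Measured by – Fluo-8 intracellular calcium dye fluorescence, real-time kinetic reads · Benchmarks – vehicle and agonist controls · Replicates – singlicate, one well per test compound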
# CHRM5 PAM = potentiates acetylcholine response at human M5 receptor | P08912 | CHO-K1 hM5, Fluo-8 calcium, ACh EC20 PAM; 0% = ACh EC20, 100% = ACh EC100 | activation, % at 3 µM | actives 0.3% (n = 360,000);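 active means activation above the run cutoff, the mean activation of all test compounds plus 3 SD, cut at about 18% in these data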
#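 Assay system: CHO-K1 hM5 cells. Also added: acetylcholine at EC20 concentration, added after compound. Dosing: 3 µM, single dose. Times: compound preincubation 140 s before EC20 acetylcholine addition. Signal: Fluo-8 calcium fluorescence. Measure: % activation relative to EC20 and EC100 ACh responses. Repeats: singlicate, one well per test compound.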
# M1 PAM parental = M1 PAM counterscreen hit in parental CHO-K1 cells; ATP EC20, Fluo-8 calcium fluorescence; 0% at ATP EC20, 100% at ATP max; actives 0.02% (n = 360,000); activation, % at 3 µM;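 active means activation above the run cutoff, the mean activation of all test compounds plus 3 SD, cut at about 40% in these data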;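 further: peak over basal fluorescence ratio in a 140 s read after ATP addition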
# M4 PAM = positive allosteric modulators of human muscarinic M4 receptor | P08173 | AID 624126 | actives 0.4% (n = 360,000) | CHO-K1 hM4/Gqi5, Fluo-8 calcium fluorescence, ACh EC20; 0% = ACh EC20, 100% = maximal ACh | activation, % at 3 µM;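 active means activation above its plate's cutoff, the mean activation of sample wells plus 3 SD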; further: some results filed as inactive read as strong as hits
# * hit, by the source's call; x = not tested or not shown.
SMILES,TAAR1 ag,CRFR2-BP antag,M5 antag,CRFBP-R2 agonist,CHRM5 agonist,TAAR1 antagonist,CHRM5 PAM,M1 PAM parental,M4 PAM
COC(=O)[C@H](CCSC)NC(=O)Nc1ccc(OC)c(Cl)c1,-1.7,2.6,-1.7,-0.2,-2.3,-13.5,-0.3,-4.1,5.3
O=C(Nc1nc2ccc(SC(F)F)cc2s1)c1ccc(NS(=O)(=O)c2ccc(F)c(F)c2)cc1,-0.1,13.1,-2.3,-0.6,8.0,43.5,-7.2,22.7,5.6
COc1cc(NC(=O)CN2CC(c3ccccc3)CC2=O)cc(OC)c1 (stereo not drawn),5.4,-0.6,0.0,-1.3,2.0,-21.5,-4.0,18.2,2.6
Cc1ccc2nc(-c3ccncc3)cc(-c3ccccc3)c2c1,18.1,-46.4,-4.9,-1.4,-6.5,6.9,0.1,10.5,-5.3
Cn1c(=O)oc2cc(S(=O)(=O)NCCN3CCc4ccccc4C3)ccc21,0.8,12.3,14.0,6.6,2.0,-11.6,-5.3,-14.3,4.9
CN(CC(=O)Nc1ccccc1C(F)(F)F)C(=O)CSc1nnnn1C,1.1,-32.9,-1.9,-0.2,-2.3,-8.4,7.1,19.7,8.5
CN(C(=O)c1ccc(NC(=O)Cc2ccc(NC(=O)C3CCCN(C(=O)CCc4ccccc4)C3)cc2)cc1)C1CCCC1 (stereo not drawn),2.3,31.7,5.0,0.9,-0.7,1.6,1.3,8.3,-2.8
COC(=O)c1ccc(C(=O)OC)c(NC(=O)C2CCCO2)c1 (stereo not drawn),1.2,-3.2,8.2,-1.5,-0.7,7.8,-0.2,11.6,0.6
Cc1c(C(=O)NN2CCOCC2)cccc1[N+](=O)[O-],0.8,-8.2,4.2,-0.5,4.7,-7.7,8.3,5.2,-9.7
O=C1NC[C@H](CCCCN2C[C@H](Cc3ccc(O)cc3)N(CC3CCCCC3)C(=O)C2=O)N(CCc2ccccc2)C1=O,-0.1,x,7.2,x,-1.9,7.3,-1.9,5.5,2.1
CCn1cc(C(=O)NCc2ccco2)c(=O)c2cc(S(=O)(=O)N3CCC(C)CC3)ccc21,8.2,25.1,0.6,-3.4,-3.1,2.6,0.2,7.2,-1.3
COC(=O)c1ccc(Oc2nc(Nc3ccccc3)nc(N(C)C)n2)cc1,7.2,-24.1,1.1,-0.4,-4.8,12.0,-5.6,13.8,-2.0
CC(=O)c1cccc(NC(=O)CCS(=O)(=O)c2cccc3nsnc23)c1,12.4,-6.3,-4.8,0.1,0.6,-10.6,-3.1,15.7,-6.7
Cn1c(Sc2ccc([N+](=O)[O-])cc2C(F)(F)F)nnc1-c1ccccc1,2.1,7.8,3.8,-0.6,-10.6,0.4,-14.5,13.7,-4.4
COc1c(Br)cc(Br)cc1/C=N/n1c(C)nnc1C,0.0,5.3,-2.6,-1.2,-1.5,-4.3,3.3,3.9,4.0
COC(=O)c1ccc(COc2ccccc2/C=C(\C#N)C(=O)Nc2ccccc2C)cc1,1.8,-16.3,10.3,-0.6,2.4,-8.0,-10.0,20.3,0.7
COc1ccc(CCN2C(=O)CC(N3CCN(C/C=C/c4ccccc4)CC3)C2=O)cc1OC (stereo not drawn),9.0,10.0,-2.8,-0.7,-15.7,-12.0,-1.4,10.7,-12.4
CCn1c(=O)c2c3c(sc2n2c(=S)[nH]nc12)CCC3,0.1,3.2,-6.0,-0.8,1.2,-2.4,3.6,-4.4,2.6
O=C1c2ccccc2C(Nc2ccc3c(c2)OCCO3)N1c1ccc(Cl)cn1 (stereo not drawn),2.1,14.4,0.7,-1.7,-0.3,50.5*,-6.6,-1.9,-4.7
CC(=O)Nc1cc2c(cc1Br)-c1ccccc1C2,1.1,-11.2,-5.3,-2.0,-6.3,-8.5,12.8,6.5,3.4
CC(=O)Nc1ccc(OCC(=O)NCCc2ccccc2)cc1,0.3,-24.4,10.1,-1.8,-5.6,-4.9,2.8,-13.1,-1.4
Cc1ccc(CN(Cc2cccnc2)C(=S)Nc2cc(Cl)ccc2C)cc1,5.2,1.2,6.1,-0.5,-8.1,16.8,-2.5,14.1,-7.0
CN(C(=O)CSc1nnc(Nc2ccccc2F)s1)C1CCS(=O)(=O)C1 (stereo not drawn),8.3,-14.7,5.5,0.9,-1.6,1.0,-8.8,12.4,1.2
CC(=O)Nc1ccc(C(=O)OCc2ccc(Cl)cc2)cc1,1.5,2.0,2.9,0.0,0.2,14.3,-1.1,9.2,7.5
CC(C)C(NC(=O)C(c1ccccc1)c1ccccc1)c1nc2ccccc2[nH]1 (stereo not drawn),-0.3,-31.8,-1.0,1.1,-3.7,-10.2,-4.0,11.7,1.8
CCCCn1c(N)c(N(C)C(=O)C2CC(=O)N(Cc3ccco3)C2)c(=O)[nH]c1=O (stereo not drawn),1.6,-3.1,11.5,-0.7,-3.0,-17.9,-3.2,9.7,4.3
CCOc1cc(/C=C2\N=C3CCCCCN3C2=O)ccc1O,12.8,-3.1,1.8,1.5,-4.5,3.3,-4.0,9.8,5.7
CCCN1CCC(NC(=O)Cc2ccccc2C)CC1,0.8,21.7,0.5,7.1,2.2,-6.5,1.5,11.9,-4.8
Cc1cc(C)nc(NNS(=O)(=O)c2c(C)cc(C(C)(C)C)cc2C)n1,-1.0,-10.9,-4.5,0.7,2.7,-15.5,-2.5,7.3,-5.8
Cc1[nH]c2ccc(C(=O)N3CCN(c4ccccn4)CC3)cc2c1C,7.9,2.5,10.3,-0.8,3.5,-10.5,-3.4,5.4,-5.5

# Ordered by number of heavy atoms (highest first): some entries from above
SMILES,TAAR1 ag,CRFR2-BP antag,M5 antag,CRFBP-R2 agonist,CHRM5 agonist,TAAR1 antagonist,CHRM5 PAM,M1 PAM parental,M4 PAM
COc1ccc(CCN2C(=O)CC(N3CCN(C/C=C/c4ccccc4)CC3)C2=O)cc1OC (stereo not drawn),9.0,10.0,-2.8,-0.7,-15.7,-12.0,-1.4,10.7,-12.4
Cc1cc(C)nc(NNS(=O)(=O)c2c(C)cc(C(C)(C)C)cc2C)n1,-1.0,-10.9,-4.5,0.7,2.7,-15.5,-2.5,7.3,-5.8
CC(=O)Nc1cc2c(cc1Br)-c1ccccc1C2,1.1,-11.2,-5.3,-2.0,-6.3,-8.5,12.8,6.5,3.4

# Further compounds:
SMILES,TAAR1 ag,CRFR2-BP antag,M5 antag,CRFBP-R2 agonist,CHRM5 agonist,TAAR1 antagonist,CHRM5 PAM,M1 PAM parental,M4 PAM
NS(=O)(=O)c1c(Sc2ccccc2C(=O)O)ccc2ccccc12,2.1,6.4,0.4,-0.4,4.0,2.2,1.2,17.9,6.3
CCN(CC)c1nc2ccccc2n(Cc2cccc(OC)c2)c1=O,2.3,4.5,11.0,0.0,-4.2,-22.5,-0.3,-15.5,3.5
Oc1cccc(NC(=S)Nc2ccccc2)c1,5.3,7.3,3.5,-2.5,0.1,-4.3,0.8,-4.0,2.7
CSc1ccccc1NC(=O)COC(=O)c1c[nH]c(=O)[nH]c1=O,1.5,-59.7,4.1,112.5*,-0.5,-8.6,-2.2,22.6,5.9
COc1ccc(N(C)S(=O)(=O)c2ccc3c(c2)CCC(=O)N3)cc1,6.2,-9.4,-3.2,-1.2,-0.8,9.0,2.6,10.0,-11.4
COc1ccc(-c2nc(C#N)c(NCc3cccnc3)o2)cc1OC,6.9,3.1,-5.7,-1.8,-1.6,6.1,3.4,9.8,-0.9
CCOC(=O)CN1C(=O)C(Sc2n[nH]c(-c3ccc(O)cc3)n2)CCc2ccccc21 (stereo not drawn),9.6,-1.9,-3.2,3.2,-0.2,4.5,0.7,12.3,3.9
O=C(Nc1nc(-c2ccc(Cl)s2)cs1)c1ccncc1,8.7,0.6,0.6,1.1,10.6,-29.7,-12.5,8.1,-8.0
O=C(OCC(=O)N1CCOCC1)c1ccc(Br)cc1,-2.0,-4.2,10.4,0.3,-3.5,-0.7,1.0,-12.4,-2.7
CCOc1cccc2cc(C(=O)Oc3ccc(OC)cc3)c(=O)oc12,-1.7,-0.2,-0.8,0.1,6.7,10.4,4.6,19.8,2.2
CCCOc1ccc(-c2nnc(-c3ccco3)o2)cc1,4.5,7.3,5.0,0.6,-2.8,-12.0,-4.0,1.8,0.8
[O-]/C(=C(\C(=S)Nc1cccc2ccccc12)[n+]1ccccc1)c1ccc(Cl)s1,6.6,4.2,-6.0,2.1,-6.5,8.2,4.7,3.8,3.5
COc1ccc(NC(=O)CN(C)C(=O)CCSc2ccc(F)cc2)cc1,1.2,6.0,-2.6,0.3,1.4,-6.6,-4.7,-5.4,10.2
O=[N+]([O-])c1cc(CN2CCN(c3ccccc3)CC2)c(O)c2ncccc12,0.6,-13.8,24.8,-2.7,-4.3,-5.3,-12.7,7.7,3.7
CCOC(=O)c1c(NC(C)=O)sc2c1CCC(C=O)=C2Sc1ccccc1,12.6,31.1,11.8,-0.2,-1.4,-21.9,2.6,14.4,-5.1
O=C(CCn1c(=O)c2sccc2n(CC(=O)OCc2ccccc2)c1=O)NCc1ccccc1,13.7,20.3,4.3,1.2,0.0,9.0,-8.8,-5.9,-6.7
CC(C)OC(=O)c1ccc(N)cc1,2.3,1.9,-6.7,-0.8,-0.8,0.7,-1.1,5.8,1.9
O=C(CSCc1ccccc1)N1CCc2ccccc21,2.4,19.0,2.5,-3.1,-8.9,6.9,-1.8,10.5,2.7
Cc1cc2oc(C(=O)NCC(c3ccco3)N3CCCC3)c(C)c2cc1C (stereo not drawn),-0.8,-0.1,-3.8,0.3,-3.8,-24.0,-1.1,-8.6,1.5
COc1cccc(OC)c1C1=NC(C)(C)CO1,0.9,16.5,6.3,-2.4,-1.9,1.1,2.3,-5.2,0.8
S=C(Nc1ccc2snnc2c1)N1CCN(c2ccccn2)CC1,0.9,5.6,-12.2,-1.8,-10.2,20.1,11.6,17.2,10.7
CC(=O)Nc1ccc(C=Cc2ccc([N+](=O)[O-])cc2)cc1,0.9,14.0,0.3,0.3,1.3,2.1,-4.5,5.6,-5.5
Cc1cccc(OCC(=O)Nc2ccc(S(=O)(=O)Nc3cc(C)nc(C)n3)cc2)c1,-0.7,11.8,4.2,-1.5,2.1,0.7,4.5,12.4,3.6
COc1ccccc1OCC(=O)Nc1ccc2c(c1)C(=O)N(CC1CCCO1)C2=O (stereo not drawn),6.6,10.9,3.4,-0.8,4.4,13.2,-7.4,-13.5,-12.3
CC(=O)Nc1ccc(S(=O)(=O)NCCOc2ccc(Cl)cc2C)cc1,7.9,-8.6,7.8,-2.1,5.3,12.0,-7.2,12.5,-8.2
CC(=O)Oc1ccc(C(=O)c2ccccc2)c(OC(C)=O)c1,12.2,15.3,1.1,-3.3,-3.2,1.4,1.3,18.4,-2.9
NC(=O)c1nsc(C(=O)N(CC(=O)NCc2ccccc2)c2ccc(F)cc2)c1N,11.4,-1.7,9.8,-1.2,4.9,-6.0,-3.0,-9.2,-5.8
